NR2E3 ag-1: agonists of human nuclear receptor NR2E3. actives 0.12% (n = 320,000). AID 2300. GST-NR2E3/biotin-RetCOR TR-FRET, 1536-well. Q9Y5X4. inhibition of corepressor binding, % at 4.78 µM;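 active = percent inhibition above the cutoff of mean plus 3 SD of all tested compounds, set per screening campaign, cut at about 20% in these data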;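 note: 0% = DMSO wells and 100% = biotin wells as full block of FRET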
Target sequence (Q9Y5X4 whole entry, looked up): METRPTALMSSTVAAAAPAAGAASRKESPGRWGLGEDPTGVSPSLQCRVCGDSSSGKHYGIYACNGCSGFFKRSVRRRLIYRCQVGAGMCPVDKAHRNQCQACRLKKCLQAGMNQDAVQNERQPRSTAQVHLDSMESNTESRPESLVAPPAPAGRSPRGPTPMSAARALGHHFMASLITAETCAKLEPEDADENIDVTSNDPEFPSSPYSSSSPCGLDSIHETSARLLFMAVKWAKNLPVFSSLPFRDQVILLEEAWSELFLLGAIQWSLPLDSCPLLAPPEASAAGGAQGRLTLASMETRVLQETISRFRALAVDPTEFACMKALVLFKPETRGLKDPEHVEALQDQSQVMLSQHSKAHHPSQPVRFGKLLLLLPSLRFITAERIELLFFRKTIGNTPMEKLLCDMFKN
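Material – GST-tagged NR2E3 plus biotinylated RetCOR corepressor · Quantity – NR2E3 fusion 1.35 nM · Times – 5 h incubation at 4 °C · Medium – pH 7.5 Tris-based buffer · Technique – TR-FRET, Eu(K)-anti-GST donor, streptavidin-D2 acceptor, ex 340, em 617/671 nm · Benchmarks – high control biotin, low control 0.6% DMSO · Format – 1536-well plates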
HIF-2a block: HIF-2a inhibition; 786-0 RCC cells HIF-2a reporter, luciferase luminescence, overnight; inhibition, % at 18.8 µM; actives 0.72% (n = 360,000); AID 624352;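 active = inhibition of the luminescence signal of 40% or more relative to plate controls, in a single-dose primary screen at 18.75 µM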
Exocytosis inh: lytic granule exocytosis inhibition. TALL-104 LAMP-1 surface exposure, flow cytometry; cells stimulated with thapsigargin and PMA. inhibition, % at 10 µM. actives 0.66% (n = 360,000). AID 651702;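 active = inhibition above about 55%, limit read from the data; inconclusive = no clear call, values can overlap the other calls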
aDG glyco up: increases alpha dystroglycan glycosylation. Pro5-aDG cells, alpha-DG glycosylation AlphaScreen (IIH6); 0% Pro5, 100% B10-LARGE cell signal. activation, % at 10 µM. actives 0.22% (n = 360,000);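 active = activation of at least 8% versus controls, or a plate z-score of at least 8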;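 note: Pro5 are CHO cells carrying HIG-tagged alpha-DG that lacks glycosylation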
PDI inh: inhibitors of human protein disulfide isomerase | PDI insulin aggregation turbidity, A650, 90 min | actives 0.052% (n = 350,000) | P07237 | inhibition, % at 10 µM;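 active = mean inhibition across replicates of 30% or more, whatever share of single replicates reach that level; inconclusive = mean inhibition below 30% while every single replicate reaches 30%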;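 note: absorbance from insulin aggregation driven by PDI reduction with DTT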
Target sequence (P07237 whole entry, looked up): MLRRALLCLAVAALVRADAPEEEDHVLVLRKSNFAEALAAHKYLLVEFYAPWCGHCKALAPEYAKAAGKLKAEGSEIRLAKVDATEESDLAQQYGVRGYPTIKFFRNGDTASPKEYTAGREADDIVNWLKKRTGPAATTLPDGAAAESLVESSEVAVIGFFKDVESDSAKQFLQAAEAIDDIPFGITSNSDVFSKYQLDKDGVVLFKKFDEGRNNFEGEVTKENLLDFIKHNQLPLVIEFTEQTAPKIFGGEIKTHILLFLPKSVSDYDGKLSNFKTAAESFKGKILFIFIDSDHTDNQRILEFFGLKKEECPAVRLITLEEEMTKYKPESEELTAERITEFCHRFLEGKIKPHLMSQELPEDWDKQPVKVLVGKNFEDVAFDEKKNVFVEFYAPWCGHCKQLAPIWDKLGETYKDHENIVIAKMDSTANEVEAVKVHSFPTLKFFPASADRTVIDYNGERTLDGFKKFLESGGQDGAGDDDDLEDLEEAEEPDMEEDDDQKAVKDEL
NR2E3 ag-2: human photoreceptor-specific nuclear receptor agonism. AID 602229. inhibition of corepressor binding, % at 3.98 µM. CHO-S Gal4-NCOR/VP16-NR2E3 two-hybrid, luciferase. actives 0.35% (n = 360,000). Q9Y5X4;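 active = inhibition above the mean of all tested compounds plus 3 SD, cut at about 70% in these data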;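 note: 0% = DMSO with NR2E3 transfected cells and 100% = cells lacking NR2E3 construct; higher means lower luciferase signal from less NR2E3 corepressor binding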
hiPSC survival: enhancers of human iPSC single-cell survival; AID 602274; actives 0.044% (n = 360,000); hiPSC single-cell survival, ATPlite luminescence; 100% = ROCK inhibitor wells, 0% = DMSO; survival enhancement, % at 20 µM; in the data active = survival enhancement above about 18%;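 note: cells exposed to compounds for 16 hours before the ATP read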
CaV13 FRET inh: Primary screen for inhibitors of IQ motif and Ca2+-dependent inactivation inhibitor domain binding in CACNA1D, Förster resonance energy transfer in living cells, …. HEK cells, CFP/YFP FRET ICDI-IQ, plate reader, 10 min; percent FRET-ratio fall versus neutral wells. inhibition, % at 12.3 µM. actives 0.098% (n = 340,000);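 active = mean replicate inhibition of at least 30% and at least 1% of replicates passing that level; inconclusive = only one of the two criteria is met; inactive = neither criterion is met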;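 note: 0% = median of the neutral control wells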
TRPM1 prom inh: inhibitors of MITF-driven TRPM1 promoter in melanoma cells; SK-MEL-5 TRPM1 promoter luciferase, 24 h; inhibition, % at 12.5 µM; actives 0.83% (n = 330,000); AID 488899;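 active = mean inhibition across replicates of 60% or more, whatever share of single replicates reaches that level; inconclusive = some that reach 60%, reason not given; inactive = mean inhibition across replicates below 60%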; note: values of inactives mirror those of a sister screen read the other way
Vif inh: HIV Vif inhibition; HEK293T cells, Vif self-association by quenched fluorescence, imaging, 24 h; actives 0.35% (n = 340,000); inhibition, % at 7.49 µM; in the data active = inhibition above about 50%, passing the limit was not always enough; inconclusive = no clear call, values can overlap the other calls; inactive = below about 31%; note: some results filed as inactive read as strong as hits
Peg3 prom inh: inhibitors of Peg3 promoter. inhibition, % at 20 µM. actives 1.7% (n = 360,000). HeLa PEG-Prom luciferase reporter, luminescence, overnight. AID 588405;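 active = inhibition of at least 50% at 20 µM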
An asterisk follows results filed as active; ? = inconclusive; · = no result given. Compounds as they come; any-hit rate near 3.5%.

smiles,PDI inh,CaV13 FRET inh,Peg3 prom inh,Vif inh,Exocytosis inh,HIF-2a block,aDG glyco up,TRPM1 prom inh,NR2E3 ag-2,hiPSC survival,NR2E3 ag-1
CC1(c2nnc(-c3ccc(Cl)cc3)o2)CC(c2cccc(Cl)c2)=NO1 (stereo unspecified),-4,-12,-5,-2,10,-10,0.0,-6,-14,-1.8,-1
CCc1ccc(NC(=O)COC(=O)CCc2nc3cc(S(=O)(=O)N(CC)CC)ccc3n2C)cc1,3,-14,-15,1,-2,-13,-0.4,-1,17,1.4,2
COc1ccc(N2CCN(C(=O)c3cc(N4C(=O)C5C6CCC(C6)C5C4=O)ccc3Cl)CC2)cc1 (stereo unspecified),-4,-2,16,-7,-9,16,0.0,-3,-14,0.1,0
O=c1cc(CO)occ1OCc1c(F)cccc1Cl,1,-3,-12,-8,5,-7,0.0,5,6,-0.2,-3
NS(=O)(=O)c1cccc(C(=O)N2CCCc3ccccc32)c1,8,-4,1,3,-5,14,-0.5,·,-10,-0.6,·
COc1ccc(C(=O)Nc2ccc3ncccc3c2)cc1,-12,-1,-51,-4,-10,-49,0.0,16,-173,-0.7,2
CC1=C(C(=O)N(C)C)CC(CC(=O)NCCN2CCOCC2)C(=O)N1CCCN1CCCC1=O (stereo unspecified),·,-7,-6,9,0,2,-0.1,·,10,-0.6,·
CC1=C/C(=N\S(=O)(=O)c2ccccc2)C(C(C)C)=CC1=O,5,-4,17,-5,0,19,-0.1,-2,22,0.3,1
CC(=O)NC(Cc1ccccc1)C(=O)N1CCN(C(=O)c2cccs2)CC1 (stereo unspecified),2,-5,7,-8,1,24,-0.3,4,5,-1.4,0
CC1CCCC(C)N1C(=O)/C=C/c1ccc(S(=O)(=O)N2CCOCC2)cc1 (stereo unspecified),0,-5,8,-7,-9,3,-0.2,9,0,0.3,·
CCn1ncc([N+](=O)[O-])c1C(=O)Nc1nc2cccc(C)c2s1,11,-2,-2,3,13,-2,-0.2,0,4,-1.1,4
O=C(Nc1ccc2nc(-c3ccc4nc[nH]c4c3)[nH]c2c1)c1cccs1,1,-6,-20,·,-1,7,0.1,10,-2,-0.4,4
Cc1cccc(C)c1NC(=O)c1ccc(N2CCCC2=O)cc1,5,-1,-4,-5,-1,-12,-0.3,-11,-3,0.1,3
O=C(NCc1nc2ccccc2[nH]1)c1cccc(S(=O)(=O)N2CCCC2)c1,-1,-5,17,8,1,8,0.1,2,-19,0.9,1
CCOc1ccc2[nH]c(=O)c(CN(CC3COCCO3)C(=O)C3CC3)cc2c1 (stereo unspecified),13,-3,17,5,-1,11,0.1,4,-12,-2.2,2
Cc1ccc(C)c(NS(=O)(=O)c2ccc(-c3cnc(C4CC4)o3)cc2)c1,5,-3,20,2,5,34,0.3,51,80*,-0.6,4
Cn1c(=O)c(Oc2cc(Cl)cc(Cl)c2)nc2ccccc21,-11,-4,68*,2,-2,13,-0.1,0,-20,-0.2,2
CSC(=S)N/N=C(\C)c1ccccc1,4,-3,0,-5,-2,-6,0.1,6,45,-2.1,-2
O=C(NCCc1cccs1)Nc1nnc([C@H]2C[C@H](O)[C@@H](CO)O2)s1,3,-7,-11,-4,-7,8,-0.2,·,-28,0.0,·
CCC1(CC)Cc2ccccc2C(Nc2c(C)n(C)n(-c3ccccc3)c2=O)=N1,8,-5,1,·,-1,4,1.7,16,4,10,-4
CC(C)(C)c1ccc(O)c(/C=N\O)c1,2,-4,-94,-13,0,-50,-0.1,-55,-22,3.7,-2
c1ccc(CCN2CN(CCCN3CCOCC3)c3nc4ccccc4n3C2)cc1,-5,-3,-8,0,2,-15,0.2,3,-23,-2.4,2
CC(CCc1ccccc1)NC(=O)CCC1CCCC1 (stereo unspecified),-1,-5,10,2,-1,5,-0.1,·,-10,-0.4,1
O=C(Nc1nc2ccccc2c(=O)s1)c1ccc(F)cc1Cl,-7,-19,3,-2,-5,-3,0.1,-1,-24,-0.4,0
CCOc1cccc(N2C(=O)CC(N3CCN(c4ccc(S(=O)(=O)CC)cc4)CC3)C2=O)c1 (stereo unspecified),0,-5,-6,-1,2,-12,-0.1,3,17,-1.9,5
CCn1c2ccccc2c2cc(/C(C)=N/O)ccc21,-2,1,-12,-4,-1,-14,-0.2,-3,23,2.2,0
O=C(N/N=C/c1ccc(OCc2ccccc2)cc1)c1cc[n+](Cc2ccccc2)cc1,5,-6,-165,8,-2,-99,-0.3,-43,-60,-2.2,0
Nc1nc(-c2ccc(Cl)cc2)cn1N,3,-6,-21,16,-9,-7,0.0,-2,-13,4.0,-4
O=C(Cc1ccc(Cl)cc1)NC1CCCCCC1,9,-4,-71,6,-7,-163,0.1,-25,-50,0.3,2
Cc1cc(-c2ccc(C)c(S(=O)(=O)NCCC(C)N3CCCCCC3)c2)on1 (stereo unspecified),0,-7,1,-1,-3,9,0.0,-4,8,-0.6,0
O=C(N/N=C/c1cccc(C(F)(F)F)c1)c1ccccc1O,6,2,-150,-16,0,-145,-0.2,-39,-13,-0.3,-1
Cc1[nH]nc(SCC(=O)NCc2ccc(F)cc2)c1[N+](=O)[O-],5,-4,-6,-12,-7,6,-0.4,-16,-20,0.2,0
COc1cc(Cl)c([C@@H]2C[C@H]3CN(c4ccccc4)C(=O)[C@]34CCCN24)cc1OC,-10,15,19,2,0,14,0.2,7,6,-0.8,3
O=C(O)CCC(=O)Nc1ccccc1C(=O)NCc1ccccc1,4,-24,3,-4,2,21,-0.3,-2,-24,1.3,0
CC(=O)N=c1sc(S(N)(=O)=O)nn1C,-7,-4,-1,20,-9,-3,0.3,4,-4,-1.9,4
COc1cc(C2NC(=O)c3ccccc3O2)cc(OC)c1OC (stereo unspecified),-2,-4,6,10,0,7,0.3,0,-24,-0.7,-1
CCOC(=O)c1ccc(NC(=O)COc2ccccc2OC)cc1,-8,-6,-6,-14,0,16,1.6,-2,0,3.0,3
Cc1ccc(NC(=O)Cn2cc3c(n2)CCC(C)C3)cc1 (stereo unspecified),·,-3,-9,9,1,-6,0.0,9,-4,2.3,-1
CC(=O)c1ccc(N2CCN(c3ccc(C(N)=O)cc3[N+](=O)[O-])CC2)cc1,2,-18,3,-3,-2,3,0.3,1,-27,2.3,1
CC(C)NC(=O)c1ccccc1S(=O)(=O)c1ccccc1C#N,13,-3,7,-1,3,11,0.3,7,-12,-0.2,-2
CC(C)(C)C(=O)C(CO)(Oc1ccc(Cl)cc1)n1cncn1 (stereo unspecified),2,·,8,-1,-4,17,-0.2,7,19,-0.7,5
CCOC(=O)C1(Cc2ccc(OC)cc2)CCN(C(=O)CCc2cnccn2)CC1,3,-16,-51,5,-3,-62,0.2,-15,-22,0.1,0
CCCCOC(=O)NC1CCc2cc(OC)c(OC)c(OC)c2-c2ccc(SC)c(=O)cc21 (stereo unspecified),8,-7,-9,-7,5,33,-0.2,36,27,0.1,·
CCOC(=O)N1CCC(N2Cc3cccc(C(=O)NCc4ccc5c(c4)OCO5)c3C2=O)CC1,-6,-4,25,-11,-2,25,0.1,-6,12,0.3,-1
Cc1ccc2nc(NCc3ccccc3)c(C=O)c(=O)n2c1,-6,-3,-59,-14,-2,-83,-0.2,-9,-25,3.0,1
CCNC(=O)/C(C#N)=C/c1c(N2CCCCCC2)nc2ccccn2c1=O,-16,-20,13,0,-3,3,-0.1,-14,-12,-0.6,1
Cc1ccc(C(=O)N/C(=C\c2cccs2)c2nc3ccccc3[nH]2)cc1,2,-5,-18,2,-2,-24,0.1,-6,14,-1.6,-1
COc1ccc2c(c1)CCc1c-2n[nH]c1C(=O)O,-6,-1,-3,2,1,-5,1.9,-7,1,2.8,1
Cc1snc(S(=O)(=O)Cc2ccccc2Cl)c1C#N,-5,-5,-10,9,-3,0,0.1,-7,-1,-1.0,3
CN1CCCN(Cc2ccccc2C(F)(F)F)CC1,0,-4,-3,-2,0,8,0.7,4,2,-0.9,1
CCCN1CCn2c3c(c4cc(Br)ccc42)CCCC31 (stereo unspecified),-1,-4,-52,·,2,-102,0.2,-36,-12,0.0,·
O=C(N/N=C/c1cccnc1)c1cccc(Cl)c1,9,-4,-38,9,0,-70,-0.2,-3,-24,-0.6,-3
C/C(=N/NC(=O)CNC(=O)c1cccnc1)c1ccc(Cl)c(Cl)c1,6,-14,11,0,2,21,-0.1,-1,-10,-1.0,-3
CSc1nsc(SC)c1NC(=O)Nc1ccccc1C,7,-5,7,0,1,5,-0.4,-5,-7,3.4,2
CN(C(=O)c1ccccc1NC(=O)C(F)(F)F)c1ccccc1,6,-3,15,3,2,0,0.1,10,15,3.1,2
CCOC(=O)N1CCN(C(=O)C2CCCN(c3ncnc4c3sc3cccc(F)c34)C2)CC1 (stereo unspecified),16,-7,36,-3,-3,12,0.9,29,-2,0.3,·
COc1ccccc1Nc1nc2ccc(C)cc2cc1C#N,-1,-12,-35,?,-4,-52,0.1,-22,-6,-1.9,2
O=C(NCC1COc2ccccc2O1)Nc1ccccc1F (stereo unspecified),0,-6,-27,0,4,-53,0.0,-3,-10,-2.7,-4
Cn1cccc1Cc1nnc(SCC(=O)N2CCOCC2)n1-c1ccc(F)cc1,·,3,12,0,2,1,-0.1,·,-12,-2.2,-1
CCOC(=O)c1sc2nc(-c3cccnc3)ccc2c1N,-4,-153,-281,-10,2,-331,0.4,-74,-149,-0.8,3

Next structures.
smiles,PDI inh,CaV13 FRET inh,Peg3 prom inh,Vif inh,Exocytosis inh,HIF-2a block,aDG glyco up,TRPM1 prom inh,NR2E3 ag-2,hiPSC survival,NR2E3 ag-1
Cc1nc(-c2ccccc2)sc1C(N)=O,1,0,-48,7,-1,-45,-0.3,-19,-25,0.7,-2
O=C(COC(=O)COc1ccc(Cl)cc1)NCCCc1ccccc1,-13,-5,-2,-1,-2,1,-0.1,2,-27,0.6,·
COc1ccc(CNC(=O)C2CC(c3cc(C(F)(F)F)cc(C(F)(F)F)c3)=NO2)cc1 (stereo unspecified),2,-3,19,-6,-1,17,0.0,15,-8,-1.4,1
Cc1ccc(C)c(NS(=O)(=O)c2c(C)[nH]c(C)c2C(=O)N2CCCCC2)c1,-1,-7,-16,-4,-3,7,0.2,0,2,0.9,-2

Compound activity from PubChem BioAssay.
